# Screens deposited in PubChem by National Center for Advancing Translational Sciences (NCATS).
# GAA glycogen: inhibitors or activators of human alpha-glucosidase glycogen cleavage | recombinant GAA, glycogen substrate, Amplex Red glucose oxidase fluorescence | 300,000 tested, 0.38% active | Potency, µM (highest dose often 76.4 µM), inactives show top-dose activity change, negative = inhibition, usual class: inhibitors;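 further: potency means the concentration at half of the fitted maximal effect; 0% = full enzyme reaction and -100% = no-enzyme basal signal; the screen sought inhibitors and activators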
#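 Recombinant human enzyme (4 nM); glycogen substrate; 37 C, 40 min, pH 5.0. Readout: coupled glucose oxidase/Amplex Red fluorescence.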
# CBFb-RUNX1 inh: blocks binding between human CBF-beta and RUNX1 | Q01196+Q13951 | AlphaScreen CBFb-His/RUNX1-biotin binding, biochemical | Potency, µM (titrated, usually from 59.8 µM), for the others: top-dose activity, negative = inhibition, most hits filed as inhibitors | 230,000 tested, under 10 active | AID 1477; further: % of control where 0% means no effect
# Target sequence (Q01196 whole entry, looked up): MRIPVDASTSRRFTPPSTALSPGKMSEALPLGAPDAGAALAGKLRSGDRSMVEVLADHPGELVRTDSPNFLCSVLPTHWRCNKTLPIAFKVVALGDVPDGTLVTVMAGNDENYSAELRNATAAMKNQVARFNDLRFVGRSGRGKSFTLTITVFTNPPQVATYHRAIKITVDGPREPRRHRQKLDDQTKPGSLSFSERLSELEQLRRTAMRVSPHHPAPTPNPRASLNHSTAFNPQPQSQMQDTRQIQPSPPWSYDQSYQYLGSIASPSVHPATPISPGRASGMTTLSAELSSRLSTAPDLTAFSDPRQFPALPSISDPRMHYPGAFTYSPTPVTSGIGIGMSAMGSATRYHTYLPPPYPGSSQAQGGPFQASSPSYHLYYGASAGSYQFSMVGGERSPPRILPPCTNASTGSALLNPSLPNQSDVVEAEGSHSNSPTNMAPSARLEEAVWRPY
# Target sequence (Q13951 whole entry, looked up): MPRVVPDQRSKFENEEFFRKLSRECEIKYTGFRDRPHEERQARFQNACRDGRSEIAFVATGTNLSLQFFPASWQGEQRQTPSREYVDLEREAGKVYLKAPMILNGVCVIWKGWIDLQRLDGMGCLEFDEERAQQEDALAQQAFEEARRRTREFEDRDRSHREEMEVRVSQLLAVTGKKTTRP
#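 Read-out: AlphaScreen. Format: His-CBF-beta with biotinylated RUNX1 (30 nM each) preincubated 20 min, compound 15 min, Ni-chelate plus streptavidin beads 90 min; room temperature throughout.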
# HTT aggregate: inhibitors of mutant huntingtin aggregate formation in PC12 cells. Potency, µM (highest dose often 46.1 µM), for inactives: at the highest dose activity change, negative = inhibition, hits mostly inhibitors. 220,000 tested, 1.1% active. PC12 HttQ103-GFP aggregates, Acumen cytometry, 40 h; further: potency means the concentration at half of the fitted maximal effect; on the % scale 0 is the no-effect control and ±100 the full control effect; nearly all actives have a fitted effect of over 60% in size
#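 PC12 cells with ecdysone-inducible HTT exon1 Q103-GFP, induced by 100 nM tebufenozide, given compounds in a concentration series. GFP aggregates (1–25 um, 6 SD above background) counted in lysates by laser-scanning cytometry, 488 nm excitation.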
# aGlu spleen mod: lysosomal alpha-glucosidase (human) modulation | 240,000 tested, 0.006% active | human spleen homogenate, 4-MU-alpha-glucoside fluorescence | P10253 | Potency, µM (series often up to 79.9 µM), for the others: at the highest dose activity change, negative = inhibition, hits mostly inhibitors | AID 2112;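 further: potency means the concentration at half of the fitted maximal effect; 0% = enzyme with vehicle and -100% = no enzyme basal signal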
#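 Compounds were titrated against alpha-glucosidase in spleen homogenate at pH 5.0, with 1 mM 4-methylumbelliferyl substrate for 40 min at 37 C. Reactions were quenched with pH 10 NaOH/glycine and fluorescence measured.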
# Lamin A splicing: LMNA splicing modulation; AID 1487; HeLa LMNA splicing GFP/RFP minigene ratio, 48 h; Potency, µM (series often up to 46.1 µM), inactives show top-dose ratio change, negative = inhibition, actives largely listed as inhibitors; 200,000 tested, 0.01% active; active means well fitted inhibition curve with a large enough effect in the signal ratio, with a control signal flat, not every such curve was filed as active; inconclusive means small, poorly fitted or top-dose-only effect, or effect the other way, or a change in a side signal; the % refers to the signal ratio; further: potency means the concentration at half of the fitted maximal effect; on the % scale 0 is the no-effect control and ±100 the full control effect
#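 S3 HeLa stable clones carrying a lamin A-EGFP splicing minigene plus DsRed2 were seeded at 600 cells/well in Opti-MEM with 2% FBS, pin-dosed and incubated 48 h at 37°C. Acumen cytometry (488 nm) gave the GFP/RFP total-intensity ratio.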
# GAA inhib: inhibitors of human lysosomal alpha-glucosidase; P10253; purified human GAA, 4-MU-alpha-glucoside fluorescence; Potency, µM (series often up to 76.9 µM), inactives show at the top dose activity change, negative = inhibition, actives largely listed as inhibitors; 200,000 tested, 0.005% active; AID 1466;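 further: potency means the concentration at half of the fitted maximal effect; plate controls were uninhibited enzyme wells for no effect and no-enzyme background for full effect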
#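 qHTS format, compound range up to 77 uM. Human lysosomal enzyme at 4 nM, 400 uM 4-MU glucoside substrate, pH 5.0, 20 min room temperature; fluorescence after alkaline stop gives activity normalized to controls.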
# HTT ATP protect: cytoprotection in Huntington HTT-Q103 PC12 cell model | PC12 HTT-Q103 induced, cytoprotection, ATP luminescence, 40 h | Potency, µM (highest dose often 56.4 µM), without a hit: cytoprotection (ATP increase), hits mostly activators | 230,000 tested, 0.14% active;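 further: potency means the concentration at half of the fitted maximal effect; % of control where 0% means no effect; nearly all actives have a fitted effect of over 45% in size; toxic huntingtin expression switched on by the ecdysone agonist tebufenozide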
#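 Rat PC12, Q103 Htt exon1-GFP fusion, ecdysone promoter; tebufenozide inducer 100 nM final; compound titration; qHTS, 1500 cells/well; ATPlite luminescent read.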
# Starred values were filed as active, the others as inactive; ? = inconclusive; · = no result given; [ ] = dose if it differs, or a comment. Unless noted, the call rests on the fitted dose curve; in most records, active means well fitted curve in the direction sought with a large enough effect; inconclusive means small, poorly fitted or top-dose-only effect, or another doubt; inactive means no such curve, though single readings can be large; an effect the other way counts as inactive or inconclusive.
1. O=C(c1ccccc1)c1cc(-c2ccccn2)c(N2CCOCC2)s1
2. Cc1sc2c(c1C)CN(CCN1CCOCC1)CN2C(=O)c1ccccc1
3. CCSc1ncc(/C=N/Nc2ccccc2)n1C
4. Cc1ccc(NC(=O)CSc2ncccn2)c([N+](=O)[O-])c1
5. Cc1ccnc(NC(=O)c2c(O)c3ccccc3n(C)c2=O)c1
6. CCOc1ccc2nc(NC(=O)CS(=O)(=O)c3ccccc3)sc2c1
7. O=C(O)c1ccccc1C(=O)Nc1ccc(S(=O)(=O)NC2CCCCC2)cc1
8. CCCC(C(=O)NCC1CCCO1)N(Cc1ccco1)C(=O)CNS(=O)(=O)c1ccccc1 (stereo not drawn)
compound no.,1,2,3,4,5,6,7,8
Lamin A splicing,4%,26%[46 µM],?,-9%[46 µM],3%,-4%,?,-1%
GAA glycogen,4%,-28%,?,-8%,-5%,-10%,-4%,1%
CBFb-RUNX1 inh,14%,12%,10%,7%,5%,7%,-6%,-5%
GAA inhib,4%,-2%,2%,11%,1%,?,-6%,-1%
HTT ATP protect,-35%,-56%[inhibitor],26%[10 µM],-15%,-31%,10%[1.9 µM],·,19%[10 µM]
aGlu spleen mod,-5%,1%,-12%,-5%,1%,-3%,1%,-11%
HTT aggregate,5%,-28%,-21%,-16%,14%,-26%,-2%,-11%

# One compound at a time, as listed above. Values in the order: Lamin A splicing	GAA glycogen	CBFb-RUNX1 inh	GAA inhib	HTT ATP protect	aGlu spleen mod	HTT aggregate
# `CCOc1ccc2nc(NC(=O)CS(=O)(=O)c3ccccc3)sc2c1` as listed: -4%	-10%	7%	?	10%[1.9 µM]	-3%	-26%
# `O=C(O)c1ccccc1C(=O)Nc1ccc(S(=O)(=O)NC2CCCCC2)cc1` as listed: ?	-4%	-6%	-6%	·	1%	-2%
# `CCCC(C(=O)NCC1CCCO1)N(Cc1ccco1)C(=O)CNS(=O)(=O)c1ccccc1` (stereo not drawn) as listed: -1%	1%	-5%	-1%	19%[10 µM]	-11%	-11%

# Next compounds follow.
9. CCCOc1ccc(Cl)cc1CNc1ccccc1
10. Cc1cccc(C)c1OCC(=O)NNC(=O)c1ccoc1C
11. CC1=CC(=O)OC1Cc1ccncc1 (stereo not drawn)
12. CCCc1sc(N2CCCC(C(N)=O)C2)nc1-c1ccccc1 (stereo not drawn)
13. Cc1cc(-n2cnc(-c3cn[nH]c3C)n2)no1
14. Cc1cc(NS(=O)(=O)c2ccc(C3CCCCC3)cc2)no1
15. COCCN1C(=S)NC(c2cccc(C(F)(F)F)c2)C(C(=O)N2CCOCC2)=C1C (stereo not drawn)
16. Cc1ccc2nc3ccc(N4CCN(C)CC4)nn3c(=O)c2c1
compound no.,9,10,11,12,13,14,15,16
Lamin A splicing,-6%[46 µM],12%,?,-1%,·,4%,-13%[46 µM],2%
GAA glycogen,-6%,8%,1%,-5%,7%,-2%,-6%,-1%
CBFb-RUNX1 inh,25%,1%,4%,-9%,2%,-1%,0%,2%
GAA inhib,-10%,9%,?,-1%,·,-2%,12%,-4%
HTT ATP protect,-6%[10 µM],3%,-2%[10 µM],·,4%[10 µM],12%,-45%[inhibitor][1.9 µM],-53%[inhibitor]
aGlu spleen mod,9%,3%,-1%,3%,2%,-9%,-11%,-4%
HTT aggregate,-7%[9.22 µM],19%,-11%,1%,-28%[9.22 µM],?,-12%[9.22 µM],8%

# Structures from the list above that have a halogen (2):
9. CCCOc1ccc(Cl)cc1CNc1ccccc1
15. COCCN1C(=S)NC(c2cccc(C(F)(F)F)c2)C(C(=O)N2CCOCC2)=C1C (stereo not drawn)
compound no.,9,15
Lamin A splicing,-6%[46 µM],-13%[46 µM]
GAA glycogen,-6%,-6%
CBFb-RUNX1 inh,25%,0%
GAA inhib,-10%,12%
HTT ATP protect,-6%[10 µM],-45%[inhibitor][1.9 µM]
aGlu spleen mod,9%,-11%
HTT aggregate,-7%[9.22 µM],-12%[9.22 µM]

# Of the compounds above, two contain an aryl thioether with sulfur outside any ring.
3. CCSc1ncc(/C=N/Nc2ccccc2)n1C
4. Cc1ccc(NC(=O)CSc2ncccn2)c([N+](=O)[O-])c1
compound no.,3,4
Lamin A splicing,?,-9%[46 µM]
GAA glycogen,?,-8%
CBFb-RUNX1 inh,10%,7%
GAA inhib,2%,11%
HTT ATP protect,26%[10 µM],-15%
aGlu spleen mod,-12%,-5%
HTT aggregate,-21%,-16%

# Remaining list, next part:
17. Cc1cc2cc3c(cc2nc1SCC(=O)Nc1ccccc1)CCC3
18. C=CCNC(=O)c1c(N)n(-c2ccc3c(c2)OCO3)c2nc3ccccc3nc12
19. CCN(CC)c1nc2c3c(nc4c(c3c1C#N)CC(=O)N4c1ccc(Cl)cc1)NC(C)=N2
20. COCCNc1ccc([N+](=O)[O-])cc1C(=O)Nc1cccc(C)n1
21. O=C(NCc1ccc(Cl)cc1Cl)c1ccc2nc[nH]c2c1
22. CCOc1ccc(/C(CCC(=O)O)=N/NC(=S)NCCc2ccccc2)cc1
23. O=C(NC1CC1)c1ccc2c(c1)C1C3CCC(C3)C1C(c1ccccc1)N2 (stereo not drawn)
24. CN(C(=O)CCN1C(=O)C2C3C=CC(C3)C2C1=O)c1ccccc1 (stereo not drawn)
compound no.,17,18,19,20,21,22,23,24
Lamin A splicing,15%,-2%,?,·,?,-18%[46 µM],?,15%[46 µM]
GAA glycogen,10%,-12%,-15%,-4%,16%,-12%,-9%,7%
CBFb-RUNX1 inh,-3%,4%,-10%,-1%,12%,-9%,-18%,3%
GAA inhib,?,6%,-9%,-10%,4%,-1%,-2%,8%
HTT ATP protect,?,-7%,26%[10 µM],5%[10 µM],-17%[10 µM],-27%,-1%[10 µM],·
aGlu spleen mod,-6%,-2%,0%,2%,-10%,-7%,0%,-2%
HTT aggregate,1%,17%,-10%,-4%,10%,15%,-17%,·

# Only CBFb-RUNX1 inh, HTT ATP protect and HTT aggregate, for some of the entries so far:
no.	Compound	CBFb-RUNX1 inh	HTT ATP protect	HTT aggregate
23	O=C(NC1CC1)c1ccc2c(c1)C1C3CCC(C3)C1C(c1ccccc1)N2 (stereo not drawn)	-18%	-1%[10 µM]	-17%
19	CCN(CC)c1nc2c3c(nc4c(c3c1C#N)CC(=O)N4c1ccc(Cl)cc1)NC(C)=N2	-10%	26%[10 µM]	-10%

# New compounds follow
25. O=C(CSc1n[nH]c(=O)[nH]c1=O)Nc1ccc(C(=O)O)cc1
26. Cc1cccn(Cc2c(F)cccc2Cl)c1=O
27. NC(=O)[C@@H]1CC2(CC(c3cccc(NC(=O)COc4ccc(Cl)cc4)c3)=NO2)CN1C(=O)c1ccccc1 (stereo partly drawn)
28. CCN(CC)S(=O)(=O)c1ccc(NC(=O)C(C)N(c2ccccc2)S(C)(=O)=O)cc1 (stereo not drawn)
29. COc1cccc(C(=O)Oc2c(Br)cc(Br)cc2/C=N/NC(=O)c2cc(C)[nH]n2)c1
30. CCn1nc(C)c([N+](=O)[O-])c1C(=O)NNC(=O)c1ccc(Cl)cc1
31. O=C(O)CN1C(=O)SC(Nc2ccccc2)C1=O (stereo not drawn)
32. O=C(CNC(=O)C(c1ccccc1)c1ccccc1)N/N=C/c1ccc(O)c([N+](=O)[O-])c1
compound no.,25,26,27,28,29,30,31,32
Lamin A splicing,21%[46 µM],·,·,-8%,·,·,-6%,?
GAA glycogen,-14%,0%,-13%,0%,-3%,6%,3%,14%
CBFb-RUNX1 inh,4%,5%,21%,12%,0%,-1%,-1%,0%
GAA inhib,7%,·,·,-29%,?,0%[15.4 µM],1%,1%
HTT ATP protect,8%[10 µM],4%[10 µM],-4%[10 µM],-9%[1.9 µM],-70%[inhibitor][10 µM],-2%[10 µM],17%[10 µM],14%[10 µM]
aGlu spleen mod,8%,-1%,-15%,0%,2%,4%,-5%,6%
HTT aggregate,15%,1%[9.22 µM],10%[9.22 µM],-15%,?,-8%[9.22 µM],-16%,-6%

33. O=c1[nH]nc(N2CCOCC2)c(=O)[nH]1
34. Cc1c(C(=O)N2CC(C)OC(C)C2)oc2ccccc12 (stereo not drawn)
35. CCCCNC(=O)N1c2ccccc2CC1C (stereo not drawn)
36. O=S(=O)(NCCc1ccc2c(c1)OCCO2)c1cccs1
37. O=C(Cn1cccc1C(=O)c1ccccc1)NCCCN1CCOCC1
38. O=C(NCc1ccccc1)c1ccc(Br)o1
39. Cc1cc(-c2n[nH]c(=S)n2-c2ccccc2C)cs1
40. N#Cc1ccc(OCC(=O)N/N=C2/CC(c3ccccc3)Oc3ccccc32)cc1 (stereo not drawn)
compound no.,33,34,35,36,37,38,39,40
Lamin A splicing,·,-8%,-3%[46 µM],-10%,6%,-7%,6%,0%
GAA glycogen,4%,2%,7%,1%,0%,2%,-20%,7%
CBFb-RUNX1 inh,-9%,-3%,13%,6%,-2%,10%,7%,-23%
GAA inhib,·,-8%,-9%,2%,-1%,0%[15.4 µM],5%,2%
HTT ATP protect,28%[10 µM],-7%,·,-3%[10 µM],-6%,·,·,7%[10 µM]
aGlu spleen mod,-14%,2%,-2%,2%,1%,3%,-1%,-11%
HTT aggregate,-11%[9.22 µM],-26%,-2%,-22%,13%,11%,-1%,4%

41. Cc1nn(C)cc1/C=N/NC(=S)Nc1ccc(Cl)cc1Cl
42. Cc1ccc2[nH]c(SCC(=O)N3CCOCC3)nc2c1C
43. CNC(=O)Cc1nc2ccccc2n1CC(=O)Nc1cc(C)cc(C)c1
44. CN(C)c1ccc(C(=S)N2CCN(Cc3ccccc3)CC2)cc1
45. Cc1ccc(C(=O)N2c3ccccc3CC2C)o1 (stereo not drawn)
46. O=Cc1cn(CC(=O)N2CCCCC2)c2ccccc12
compound no.,41,42,43,44,45,46
Lamin A splicing,?,?,·,·,?,4%
GAA glycogen,-9%,1%,-14%,-2%,-5%,0%
CBFb-RUNX1 inh,3%,7%,-2%,?,-9%,7%
GAA inhib,-12%,5%,-2%,·,2%,0%
HTT ATP protect,·,0%,-6%,1%[10 µM],-101%[inhibitor],28%[0.074 µM]
aGlu spleen mod,-4%,-2%,5%,-8%,8%,4%
HTT aggregate,-2%,5%,-13%,-3%[9.22 µM],-3%,5%
